PKM2 activator – qHTS Assay for Activators of Human Muscle isoform 2 Pyruvate Kinase; Pyruvate kinase PKM (Homo sapiens), P14618; purified PKM2, Kinase-Glo ATP luminescence, activation; response scale: 0% is enzyme alone, no compound; Potency, µM (top dose mostly 57.5 µM), inactives show at the top dose activation, actives largely listed as activators; actives 0.34% (n = 260,000); AID 1631, 2009; further: potency means the concentration at half of the fitted maximal effect; on the % scale 0 is the no-effect control and ±100 the full control effect; nearly all actives have a fitted effect of over 55% in size
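Purified hPK-M2 (>95%) run at intermediate activity with 0.1 mM ADP and 0.5 mM PEP in 50 mM imidazole pH 7.2, KCl, MgCl2; 1 h room temperature. ATP formed read by Kinase-Glo luminescence; normalized to uninhibited and no-enzyme controls.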
BRCA1 expr act – qHTS Assay to Identify Small Molecule Activators of BRCA1 Expression | MCF7-BRCA1-FFLuc reporter, luminescence, 48 h; response scale: scaled: vehicle 0%, 10 µM genistein 100% | Potency, µM (series often up to 46.1 µM), inactives show at the highest dose activation, most hits filed as activators | actives 1.1% (n = 380,000); further: potency means the concentration at half of the fitted maximal effect; nearly all actives have a fitted effect of over 80% in size; some results filed as inactive show a strong effect at the top dose
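Luminescence from a BRCA1-driven firefly luciferase in MCF7 cells was read after 48 h compound exposure at 37 C. Data normalized against DMSO and a 10microM genistein activation control, then curve-fitted across the titration.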
RORg inh – qHTS for inhibitors of ROR gamma transcriptional activity; Nuclear receptor ROR-gamma (Mus musculus), P51450; actives 5.4% (n = 310,000); Drosophila S2 Gal4-RORgamma UAS-luciferase reporter, 20 h; Potency, µM (titrated, usually from 53.6 µM), inactives show at the top dose activity change, negative = inhibition, most hits filed as inhibitors; further: potency means the concentration at half of the fitted maximal effect; on the % scale 0 is the no-effect control and ±100 the full control effect; nearly all actives have a fitted effect of over 60% in size
Target sequence (P51450 whole entry, looked up, the tested form may be a part): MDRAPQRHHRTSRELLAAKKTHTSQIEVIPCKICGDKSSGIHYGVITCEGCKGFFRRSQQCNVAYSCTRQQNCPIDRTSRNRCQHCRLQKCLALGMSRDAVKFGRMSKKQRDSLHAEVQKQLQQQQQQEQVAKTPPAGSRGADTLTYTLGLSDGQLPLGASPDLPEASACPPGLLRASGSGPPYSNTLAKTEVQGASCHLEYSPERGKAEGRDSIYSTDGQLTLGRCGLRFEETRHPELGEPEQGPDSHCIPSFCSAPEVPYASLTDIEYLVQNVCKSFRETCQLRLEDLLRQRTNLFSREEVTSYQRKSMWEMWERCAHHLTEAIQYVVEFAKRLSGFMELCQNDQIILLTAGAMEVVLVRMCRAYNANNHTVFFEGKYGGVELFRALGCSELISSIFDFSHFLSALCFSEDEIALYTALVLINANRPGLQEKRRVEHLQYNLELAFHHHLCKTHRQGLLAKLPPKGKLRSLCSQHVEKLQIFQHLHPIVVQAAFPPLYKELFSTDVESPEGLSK
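A Gal4/UAS one-hybrid system in insect cells: metallothionein-promoter Gal4–ROR gamma fusion plus Photinus luciferase reporter. Copper sulfate 700 uM final, 20 hr ambient incubation, luminescent detection after 10 min with reagent.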
NPC1 prom act – qHTS Assay for NPC1 Promoter Activators. Huh7 NPC1 promoter luciferase reporter, 24 h. Potency, µM (titrated, usually from 9.22 µM), without a hit: top-dose activation, usual class: activators. actives 2.4% (n = 320,000). AID 485313, 2010;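 further: potency means the concentration at half of the fitted maximal effect; % of control where 0% means no effect; nearly all actives have a fitted effect of over 60% in size; reporter is driven by a mutant NPC1 promoter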
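Cells: Huh7 expressing luciferase under the NPC1 promoter, 1500/well. Seeded 2 h, compound added, incubated 24 h at 37 °C. Luciferase reagent, 10 min ambient, then luminescence.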
Rab9 promoter act – qHTS Assay for Rab9 Promoter Activators | Huh7 Rab9 promoter-luciferase reporter, luminescence, 24 h | Potency, µM (series often up to 9.22 µM), for inactives: at the top dose activation, negative = inhibition, actives largely listed as activators | actives 2.8% (n = 320,000) | AID 485297, 2010; further: potency means the concentration at half of the fitted maximal effect; % of control where 0% means no effect; nearly all actives have a fitted effect of over 60% in size
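Luminescence read-out: Huh7 cells stably expressing Rab9-luciferase, treated 24 h with compound at 37 °C, then lysed with luciferase reagent for 10 min at ambient before reading.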
FLuc counter – qHTS profiling assay for firefly luciferase inhibitor/activator using purifed enzyme and Km concentrations of substrates (counterscreen for miR-21 project); purified FLuc, Km substrates, luminescence inhibition; Potency, µM (highest dose often 57.5 µM), for inactives: at the highest dose activity change, negative = inhibition, actives largely listed as inhibitors; actives 6.9% (n = 360,000); AID 588342, 2011;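 further: potency means the concentration at half of the fitted maximal effect; plate controls were vehicle for no effect and reference inhibitor for full effect; nearly all actives have a fitted effect of over 55% in size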
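Biochemical qHTS of compounds, final roughly 60 µM downward over six points, against 10 nM purified firefly luciferase using Km concentrations of substrates (10 uM D-luciferin, 10 uM ATP) in Tris acetate pH 7.5 buffer; luminescence output.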
Menin MLL FP TR – qHTS Assay for Inhibitors Targeting the Menin-MLL Interaction in MLL Related Leukemias: Competition With Texas Red Labeled MLL-derived Mutant Peptide; O00255; Menin + Texas Red MLL mutant peptide, fluorescence polarization; Potency, µM (doses to about 61.6 µM), for the others: at the top dose FP activity change, negative = inhibition, hits mostly inhibitors; actives 0.23% (n = 270,000); active means well fitted inhibition curve with a large enough effect in the polarisation, with a control signal flat, not every such curve was filed as active; inconclusive means small, poorly fitted or top-dose-only effect, or effect the other way, or a change in a side signal; inactive means no such curve, though single readings can be large or run the other way; the % refers to the polarisation; further: potency means the concentration at half of the fitted maximal effect; % of control where 0% means no effect; many of its hits are not listed in these tables
Target sequence (O00255 whole entry, looked up): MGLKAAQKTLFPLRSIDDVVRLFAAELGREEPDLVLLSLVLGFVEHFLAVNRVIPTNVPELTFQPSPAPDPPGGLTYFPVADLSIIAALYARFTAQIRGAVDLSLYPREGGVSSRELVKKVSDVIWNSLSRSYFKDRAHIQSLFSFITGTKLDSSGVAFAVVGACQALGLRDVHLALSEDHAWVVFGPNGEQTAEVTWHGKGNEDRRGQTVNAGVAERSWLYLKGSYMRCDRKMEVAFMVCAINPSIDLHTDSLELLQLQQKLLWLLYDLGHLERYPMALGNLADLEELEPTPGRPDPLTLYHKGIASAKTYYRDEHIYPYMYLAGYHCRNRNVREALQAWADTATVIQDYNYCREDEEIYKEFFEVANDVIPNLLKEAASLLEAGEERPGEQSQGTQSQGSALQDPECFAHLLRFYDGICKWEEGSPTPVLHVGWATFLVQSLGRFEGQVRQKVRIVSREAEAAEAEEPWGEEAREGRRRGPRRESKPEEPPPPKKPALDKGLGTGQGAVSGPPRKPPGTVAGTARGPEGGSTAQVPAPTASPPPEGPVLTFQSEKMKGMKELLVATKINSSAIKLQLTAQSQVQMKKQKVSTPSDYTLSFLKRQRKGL
p53 reactivation – qHTS assay for re-activators of p53 using a Luc reporter; H1299 p53-A138V BP100-luciferase reporter, luminescence, 24 h; actives 0.063% (n = 320,000); Potency, µM (titrated, usually from 92.2 µM), for inactives: top-dose activity change, positive = activation, usual class: activators; further: potency means the concentration at half of the fitted maximal effect; % of control where 0% means no effect; nearly all actives have a fitted effect of over 45% in size
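H1299 (p53-null), stable ts p53-A138V + BP100-Luc; 1000 cells/well, Opti-MEM/10% FBS; cpd 4 pt, 1:5; 24 h, 37 deg C, 5% CO2; detection reagent 10 min RT; luminescence.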
ELG1 genotoxic – qHTS screen for small molecules that induce genotoxicity in human embryonic kidney (HEK293T) cells expressing luciferase-tagged ELG1. HEK293T ELG1-luciferase reporter, luminescence, 16 h. Potency, µM (series often up to 46 µM), for inactives: at the highest dose activity change, positive = activation, usual class: activators. actives 1.3% (n = 330,000). AID 504466, 2011; further: potency means the concentration at half of the fitted maximal effect; % of control where 0% means no effect; nearly all actives have a fitted effect of over 60% in size
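Genotoxicity was scored as increased ELG1-luciferase reporter signal, measured by ONE-Glo luminescence (30 min, room temperature). Compound or vehicle exposure of the HEK293T reporter cells lasted 16 hr at 37°C.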
Gal4-VP16 FLuc – VP16 counterscreen qHTS for inhibitors of ROR gamma transcriptional activity. Potency, µM (top dose mostly 53.6 µM), for inactives: at the highest dose activity, negative = inhibition, most hits filed as inhibitors. AID 2546, 2010. actives 3.5% (n = 310,000). Drosophila S2 Gal4-VP16 UAS-luciferase, luminescence, 20 h;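 further: Gal4-VP16 expression switched on by copper sulfate through the metallothionein promoter; potency means the concentration at half of the fitted maximal effect; on the % scale 0 is the no-effect control and ±100 the full control effect; nearly all actives have a fitted effect of over 50% in size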
Giardia killer – Small Molecules that selectively kill Giardia lamblia: qHTS. actives 0.15% (n = 340,000). Giardia lamblia trophozoite viability. activity change, % at 7.66 µM, hits read low; in the data active means activity change below about -80%; inconclusive means between about -30% and that limit;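 further: parasites exposed to compound for two days anaerobically before the ATP read; on the % scale 0 is the no-effect control and ±100 the full control effect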
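Compounds were tested on trophozoites seeded at 100 cells/well and held 48 hrs at 37 deg C anaerobically. An ATP-based luminescent kit measured the remaining live cells.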
* hit, by the source's call; u = inconclusive; x = no result given; & = joins results of further samples; [ ] = dose if it differs, or a comment. Unless noted, the call rests on the fitted dose curve; in most records, active means well fitted curve in the direction sought with a large enough effect; inconclusive means small, poorly fitted or top-dose-only effect, or another doubt; inactive means no such curve, though single readings can be large; an effect the other way counts as inactive or inconclusive. The list is partial. The share of hits here may be higher or lower than overall.

SMILES | PKM2 activator | BRCA1 expr act | RORg inh | NPC1 prom act | Rab9 promoter act | FLuc counter | Menin MLL FP TR | p53 reactivation | ELG1 genotoxic | Gal4-VP16 FLuc | Giardia killer
Cc1nc(N)c(C#N)c(-c2cccnc2)c1C | 10% | -4% | -17% | 1% | -9% | 5% | -16% | -17% | -14% | 19% | 4
CN(C)c1ccc(-c2cccc(C3CC=CC4C3C(=O)N(Cc3ccccc3)C4c3ccc4ccccc4c3)c2)cc1 (configuration not stated) | 3% | 13% | -16%&5% | -7% | -11% | 5% | 14% | 11% | 0% | -14%&-2% | 3&-12
CCOC(=O)C1=C(Nc2ccccc2)CC(C)(O)C(C(=O)OCC)C1c1ccc(Cl)cc1 (configuration not stated) | 11% | -69%&-40% | u | -5% | -9% | -3% | -18% | -5% | -3% | -5% | -1&10
Cn1nc(-c2ccc(C(=O)Nc3cccnc3)cc2)c2ccccc2c1=O | -1% | -15% | 21% | 1% | -8% | 4% | 1% | -5% | 0% | -6% | 6
Cc1ccccc1OCC(O)CN1CCN(c2ccc(Cl)cc2)CC1 (configuration not stated) | 3% | -3% | -14% | 1% | -7% | -4% | -10% | 3% | -10% | -24% | 11
COCCCNC(=O)C1CC(=O)OC1c1ccc(OC)c(OC)c1 (configuration not stated) | 1% | 0% | -3% | 1% | 9% | 4% | 11% | -4% | 3% | 14% | 2
CCOC(=O)Cc1csc(N/N=C/c2ccc(Cl)cc2)n1 | -1% | -16% | u | 13% | 15% | u | x | -9% | 5% | -28% | 8
O=C(CNC(=O)c1sc2ccccc2c1Cl)OCc1ccccc1 | -1% | -33% | -12% | -3% | -2% | -15% | x | 2% | 4% | 12% | 3
CC1CC(C)CN(CCCNC(=O)CCC(=O)N2CCOc3ccccc32)C1 (configuration not stated) | -1% | -13% | -23% | -4% | -3% | 4% | -7% | x | 5% | 2% | 10
Cc1cccc(NC(=O)COc2ccc(/C=N\n3cnnc3)cc2)c1 | 1% | -20% | 13% | -1% | -3% | 3% | 10% | -6% | 1% | -8% | 18
CCOc1ccc(NC(=O)CN2CCCC2c2cccs2)cc1S(=O)(=O)N1CCCC1 (configuration not stated) | x | -38% | x | 0% | -9% | -1% | x | -1% | 1% | x | 22
S=c1[nH]nc(-c2cc(-c3ccccc3)n[nH]2)n1/N=C/c1cccs1 | -4% | -56% | -26% | 0% | 1% | -14% | x | 0% | 1% | -6% | -6
COc1ccc(-c2nc(N)n(C(=O)c3ccccc3)n2)cc1 | 0% | -9% | 0% | 2% | 5% | -20% | 1% | -3% | 4% | 7% | -10
O=C(Nc1ccc(Cl)c(Cl)c1)Nc1ccc(N2CCCC2)c(S(=O)(=O)Nc2ccccc2Cl)c1 | -2% | -62% | -83% | -20% | -34%[inhibitor] | 1% | u | 7% | 0% | u | 24
C#CCOCCOCCOCCNc1nc(N2CCN(C(=O)[C@H](CCC(=O)O)n3cc(C(N)Cc4ccc(O)cc4)nn3)CC2)nc(N2CCN(C(=O)[C@H](Cc3ccc(O)cc3)n3cc(C(N)CC(C)C)nn3)CC2)n1 (some centres not stated) | -15% | x | 1% | -9% | -15% | 0% | x | 0% | 4% | 9% | x
Cc1ccc(Nc2nc(N)c([N+](=O)[O-])c(N3CCCC(C)C3)n2)cc1C (configuration not stated) | -2% | -6% | u | -5% | -7% | -14% | 17% | -6% | 0% | 7% | -9
CCOC(=O)c1c(NC(=O)c2ccc(S(=O)(=O)N(C)CC3CCCO3)cc2)sc2c1CC(C)(C)NC2(C)C (configuration not stated) | 3% | 16% | -13% | -3% | -5% | 1% | -18% | u | -12% | -4% | -22
Cn1c(=O)c2c(nc(Br)n2C)n(C)c1=O | 4% | -4% | 3% | 0% | -2% | 3% | -2% | -1% | 3% | 3% | 6
CCn1c(SCC(=O)NCCOC)nc2sc3c(c2c1=O)CCCC3 | -3% | 0% | -21% | 0% | 2% | 0% | 2% | -7% | 2% | -1% | 1
CCCc1cc(=O)oc2c(CNc3ccc(OCC)cc3)c(O)ccc12 | x | -15% | -23% | -4% | -3% | 0% | u | 3% | -1% | 0% | 10
COc1cc(OC)cc(C(=O)Nc2nc3ccc(S(C)(=O)=O)cc3s2)c1 | -1% | 5.6µM* | -6% | u | u | -15% | u | 6% | 14% | -1% | 22
CCCN(CC(=O)Nc1ccccc1C)C(=O)c1ccc(C(=O)c2ccccc2)cc1 | x | 1% | x | 0% | 1% | 2% | x | -8% | -1% | x | 10
CCOC(=O)Nc1ccc(S(=O)(=O)N(C)C(C)C)cc1 | -2% | -8% | -10% | -4% | -1% | -8% | -5% | 3% | -6% | 5% | -2
COc1ccc(-c2cnc(NCc3cc4c(cc3[N+](=O)[O-])OCO4)n2C)cc1 | 2% | 7% | -26% | 1% | 0% | 4% | -2% | -8% | -1% | 7% | -16
Cc1nc(-c2ccccc2)[nH]c(=O)c1Oc1ccc(Cl)cc1Cl | -2% | -8% | 7% | -3% | 2% | -1% | x | 0% | -12% | 2% | -11
CCN(CC)C(=O)c1sc(NC(=O)c2cccs2)c(C#N)c1C | 10% | -4% | 0% | -8% | -8% | -14% | -23% | -2% | -3% | -1% | -1
O=S(=O)(c1ccccc1)N1CCN(C(=S)NCCCN2CCOCC2)CC1 | 6% | 0% | 7% | 1% | -7% | -1% | 13% | -3% | -1% | -4% | -2
CC(=O)Oc1ccc(/C=N\NC(=O)c2cc3c(ccc4ccccc43)o2)cc1 | -8% | 53% | 1% | 0% | 0%[1.84 µM] | -1% | x | -15% | -5% | -2% | 10
C/C(CCN1CCc2nc(-c3ccccc3)c(-c3ccccc3)cc2C1)=N\OC[C@@H](C)[C@H](OCc1ccccc1)C(C)C | 2% | 0% | -24%[10 µM] | -1% | 0% | -1% | -22%[11.7 µM] | -1% | 2% | 20%[10 µM] | -4
Cc1nn2c(N3CCN(CCO)CC3)c3c(nc2c1-c1ccccc1)CCCC3 | 3% | -30% | 10% | -5% | -5% | -1% | x | -7% | -3% | 15% | 11
Cn1cnnc1SCc1ccc(C#N)cc1 | 4% | -16% | 8% | -3% | 0% | 4% | 4% | -3% | 0% | -11% | -13
C=CCn1c(C)nnc1SCC(=O)NC1CCCCC1 | 0% | 7% | -1% | -1% | 12% | 2% | x | 19% | 6% | -9% | -16
Cc1ccc(SCC(=O)OCC(=O)NCc2cccs2)cc1C | x | 2% | x | 0% | 0% | -4% | x | 6% | 1% | x | -21
CC(OC(=O)C1CCCCC1)C(=O)Nc1ccc(S(N)(=O)=O)cc1 (configuration not stated) | x | 6% | x | 0% | -1% | 1% | x | 2% | 3% | x | 3
COc1ccc(/C=N/Nc2ccccn2)cc1OC | -1% | 10µM* | u | u | u | 7.6µM* | x | 11% | u | u | 0
CN(C)S(=O)(=O)c1ccc(C(=O)OCc2nnc(-c3ccccc3)o2)cc1 | -2% | 0% | 32% | 2% | -2% | -18% | x | 11% | 0% | -11% | -3
Cc1cc(C(=O)Nc2nc3c(s2)CCCC3)no1 | -36% | -21% | u | 1.6µM* | 0.79µM* | 4.8µM* | -1% | u | 0.79µM* | 0% | 2
Cc1cc(SCc2ccccc2F)nc(=O)[nH]1 | 16µM* | -2% | 3% | -5% | -3% | 1% | 1% | 2% | 7% | -2% | 11
O=C(COC(=O)C1=Cc2ccccc2OC1)NCc1ccccc1 | x | -4% | x | 1% | 8% | 0% | x | 21% | 4% | x | -9
CCOC(=O)NCc1ccc(Cl)c(Cl)c1 | -15% | 11% | 17% | -3% | -3% | 3% | 6% | 2% | 2% | 4% | 13
CN1C2C=C(N(CCc3c[nH]c4ccccc34)C(=O)c3ccc(Cl)cc3)CC1CC2 (configuration not stated) | -1% | -32% | -13% | -8% | 5% | 1% | x | -6% | -3% | -4% | -18
Cc1ccc(C(C)C)c(OCCNS(C)(=O)=O)c1 | -2% | -3% | 20% | x | x | 5% | 1% | x | x | -4% | -12

Assay outcomes deposited in PubChem BioAssay by National Center for Advancing Translational Sciences (NCATS).
